High-throughput results deposited in PubChem by Broad Institute.
RAD54 inh = RAD54 (human) branch migration inhibition | AID 602329 | Q92698 | RAD54 Holliday junction branch migration, FAM/BHQ fluorescence | inhibition, % at 10.4 µM | hit rate 0.14% among 360,000;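 active = mean normalized replicate activity at least 40 and at least half of replicates scoring 40 or more; inconclusive = only one of the two criteria met; inactive = mean below 40 and under half of replicates reaching 40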;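 also: 0% = median of neutral control wells and 100% = median of positive control wells; inhibitors cause a drop in the FAM fluorescence signal; in these data hits start at about 50%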
E-sel inducer = E-selectin induction on HUVECs. HUVEC E-selectin immunofluorescence imaging; normalized: neutral wells 0, TNF-alpha wells 100. AID 686992. hit rate 0.37% among 260,000. activation, % at 7.58 µM;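 active = mean E-selectin-positive cell signal at least 10% of the positive control, reached in at least 60% of replicates, without over 20% cell loss; inconclusive = no rule given, readout overlaps actives, possibly toxicity-flagged; inactive = the rest, including those meeting only one limit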;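 also: in these data hits start at about 27%; measured in HUVEC primary endothelial cells; signal is the percent of cells scored E-selectin positive by PE staining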
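assay system = HUVEC, human umbilical vein endothelial cells | input = 3,000 HUVEC seeded per well | medium = EGM-2 growth medium on 0.1% gelatin-coated wells | dosing = one compound dose added by pin transfer | signal = immunofluorescence imaging | read-out basis = % PE-positive cells | control set = TNF-alpha, DMSO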
miR122 inh = miR-122 inhibition in Huh7 cells; activation (reporter increase), % at 12.5 µM; AID 602342; Huh7 miR-122 Renilla luciferase sensor, 48 h; neutral wells = 0, positive control = 100; hit rate 0.3% among 340,000;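 active = mean replicate activation score at least 90 and every replicate individually at or above 90; inconclusive = only one of the two criteria met; inactive = neither criterion met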;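 also: higher luciferase means less miR-122 activity so hits act as miR-122 inhibitors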
Cneo AK release = Cryptococcus neoformans lysis via adenylate kinase release; C. neoformans lysis, adenylate kinase release luminescence, 4 h; normalised: neutral wells 0, clomiphene wells 100; lysis activity, % at 15 µM; hit rate 0.2% among 360,000;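 active = mean lysis activity across replicates of at least 80%, whatever share of replicates individually reach that level; inactive = mean lysis activity below 80%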
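Test system: log-phase Cryptococcus neoformans yeast cells; Quantity: yeast cell density of 5 × 10^6 cells/mL; Buffer or medium: YPD; Doses: single compound concentration per well; Timing: 4 h at 37 °C static, read 1 h later; Measured by: AK luminescence; Read-out basis: lysis from increased AK signal; Control set: Clomiphene as positive control.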
PglD DTNB = PglD (C. jejuni) enzyme inhibition | purified PglD enzyme, DTNB colorimetric CoA detection | inhibition, % at 12.5 µM | hit rate 0.098% among 360,000; in the data active = inhibition above about 16%, passing the limit was not always enough; inconclusive = no clear call, values can overlap the other calls; also: strong numbers were not always called active
PGC1a acetyl inh = PGC1a acetylation modulation, inhibitor mode; U2OS PGC1a acetylation, AlphaScreen anti-acetyl-lysine; with virally co-expressed GCN5 acetyltransferase; inhibition, % at 15.6 µM; hit rate 0.17% among 350,000;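 active = every replicate shows inhibition of at least 40%; inconclusive = mean inhibition at least 40% but some replicate below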;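 also: 0% = neutral control wells and 100% = positive control wells; some results beyond the cut were filed as inactive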
RAD52 anneal inh = blocks human RAD52 DNA annealing; hit rate 0.46% among 360,000; inhibition, % at 18.7 µM; AID 651710; P43351; recombinant RAD52 DNA annealing, FRET fluorescence;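 active = every replicate showing at least 50% inhibition; inconclusive = mean inhibition at least 50% but not in every replicate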
ERAP1 inh = ERAP1 (human) enzyme inhibition. Q9NZ08. recombinant ERAP1, Leu-AMC fluorescence, 60 min. inhibition, % at 10.7 µM. hit rate 0.15% among 340,000;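 active = mean replicate inhibition of at least 30%, or all replicates individually reaching that 30% level; inactive = mean below 30% and not every replicate reaching it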;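 also: 0% = neutral control wells and 100% = L-leucinethiol positive control wells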
Target sequence (Q9NZ08 whole entry, looked up): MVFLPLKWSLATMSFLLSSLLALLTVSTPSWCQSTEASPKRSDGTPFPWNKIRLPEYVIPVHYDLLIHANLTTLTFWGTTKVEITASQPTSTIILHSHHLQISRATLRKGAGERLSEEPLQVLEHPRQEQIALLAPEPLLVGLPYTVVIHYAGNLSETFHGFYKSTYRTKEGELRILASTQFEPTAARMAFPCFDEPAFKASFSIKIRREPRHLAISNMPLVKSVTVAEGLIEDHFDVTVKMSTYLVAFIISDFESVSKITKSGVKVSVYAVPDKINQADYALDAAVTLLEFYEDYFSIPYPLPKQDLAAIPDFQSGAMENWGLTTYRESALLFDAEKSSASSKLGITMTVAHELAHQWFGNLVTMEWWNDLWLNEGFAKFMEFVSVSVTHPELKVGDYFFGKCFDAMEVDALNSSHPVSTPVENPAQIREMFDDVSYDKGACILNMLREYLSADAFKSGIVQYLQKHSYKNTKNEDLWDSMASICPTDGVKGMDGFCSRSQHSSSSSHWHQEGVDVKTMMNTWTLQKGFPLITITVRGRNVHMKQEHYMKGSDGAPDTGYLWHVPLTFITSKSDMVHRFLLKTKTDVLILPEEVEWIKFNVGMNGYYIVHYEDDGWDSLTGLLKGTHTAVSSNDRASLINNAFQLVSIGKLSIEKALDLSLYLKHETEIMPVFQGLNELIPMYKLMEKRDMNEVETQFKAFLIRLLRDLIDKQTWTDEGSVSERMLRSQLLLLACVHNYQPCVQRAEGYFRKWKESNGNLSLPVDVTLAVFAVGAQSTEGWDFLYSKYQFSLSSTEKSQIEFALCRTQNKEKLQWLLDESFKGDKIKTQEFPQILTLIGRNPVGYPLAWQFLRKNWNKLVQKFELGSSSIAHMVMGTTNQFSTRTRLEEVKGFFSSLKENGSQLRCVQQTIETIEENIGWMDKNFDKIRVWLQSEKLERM
Numbers without * were called inactive; i = inactive; ? = inconclusive; · = not tested or not shown; [ ] = another dose, or the depositor's remark.

cpd	SMILES	RAD54 inh	E-sel inducer	miR122 inh	Cneo AK release
1	CC(=O)Oc1ccc2c(c1)CCC1C2CCC2(C)C(OC(C)=O)CCC12 (stereo not drawn)	13	·	-5	-21
2	CCOC(=O)CSc1[nH]c(=O)cc(C)c1C#N	-1	·	-4	-10
3	Cc1cc(C)n(-c2ccc(C(=O)N3CCN(S(=O)(=O)c4cccc(Br)c4)CC3)cc2)n1	6	0.2	-10	2
4	COc1ccccc1[C@H]1C(c2cccc(Cl)c2)=NN(c2ccccc2)[C@@H]1CO	-11	·	5	6
5	C[C@@H]1CN([C@@H](C)CO)C(=O)c2cc(-c3ccc(C#N)cc3)cnc2O[C@@H]1CN(C)Cc1ccncc1	-6	0.1	-4[16.7 µM]	1
6	Cc1ccc(CSc2nnc(-c3ccco3)o2)cc1	0	·	-1	-2
7	O=C(CSc1nnnn1-c1ccc(Cl)cc1)NC(=O)Nc1ccc2c(c1)OCCO2	-8	·	9	0
8	CCOC(=O)N1CCN(C(=O)Nc2sc3nc4n(c(=O)c3c2C)CCC(C)CC4)CC1 (stereo not drawn)	-4	·	-4	-1
9	CC(C)NC(=O)Nc1ccc2c(c1)C(=O)N([C@H](C)CO)C[C@@H](C)[C@H](CN(C)C(=O)c1ccncc1)OCCCC[C@@H](C)O2	1	-0.1	8[16.7 µM]	-1
10	Cc1cc(C(=O)Nc2ccc(N3CCCCC3)cc2)no1	-1	1.3	-5	-6
11	COc1ccccc1N(CC(=O)NC1CCCCC1)S(=O)(=O)c1ccccc1	10	·	5	3
12	Cc1cc(C)n2nc(-c3cccc(Br)c3)cc2n1	-12	·	17	0
13	Cc1noc(C)c1S(=O)(=O)Nc1cccc2c1O[C@H](CN(C)CC1CC1)[C@H](C)CN([C@H](C)CO)C2=O	3	-0.4	-9[16.7 µM]	3
14	CCOc1ccc(N(CC(=O)NC2CCCCC2)C(=O)CCC(=O)Nc2nccs2)cc1	-1	0.0	-1	-1
15	COC(=O)C1C/C(=N/NS(=O)(=O)c2ccc(C)cc2)CS1 (stereo not drawn)	-1	·	-2	4

cpd	PglD DTNB	PGC1a acetyl inh	RAD52 anneal inh	ERAP1 inh
1	-2	4	-6	·
2	2	1	·	·
3	-3	-3	-3	-1
4	-3	-14	·	·
5	-25	7	4	-4
6	7	8	·	·
7	-1	-13	·	·
8	1	1	-23	12
9	1	-6	-19	1
10	-2	·	-13	0
11	-3	3	-11	0
12	-14	-9	-14	-5
13	7	6	-12	2
14	-1	20	-10	9
15	3	-2	-15	3

Compounds listed so far with a Cl atom:
cpd	SMILES	RAD54 inh	E-sel inducer	miR122 inh	Cneo AK release
4	COc1ccccc1[C@H]1C(c2cccc(Cl)c2)=NN(c2ccccc2)[C@@H]1CO	-11	·	5	6
7	O=C(CSc1nnnn1-c1ccc(Cl)cc1)NC(=O)Nc1ccc2c(c1)OCCO2	-8	·	9	0

cpd	PglD DTNB	PGC1a acetyl inh	RAD52 anneal inh	ERAP1 inh
4	-3	-14	·	·
7	-1	-13	·	·

Later entries
cpd	SMILES	RAD54 inh	E-sel inducer	miR122 inh	Cneo AK release
16	COc1ccc(N2CCN(Cc3nc4c(c(=O)n(C)c(=O)n4C)n3CC(C)=O)CC2)cc1	9	·	17	-3
17	C[C@@H]1CN([C@@H](C)CO)C(=O)c2cc(NS(=O)(=O)c3ccc(F)cc3)ccc2O[C@@H](C)CCCCO[C@H]1CN(C)Cc1ccncc1	-9	0.1	-4[16.7 µM]	2
18	O=C(/C=C/c1ccc(NC(=O)c2ccccc2-c2ccccc2C(=O)O)cc1)c1ccccc1	8	·	-3	-1
19	O=C(CSc1nnc(CN2CCOCC2)n1-c1ccccc1)N1CCc2ccccc21	1	·	8	-1
20	COc1ccc(S(=O)(=O)Nc2ccc3c(c2)CC(=O)N([C@@H](C)CO)C[C@H](C)[C@@H](CN(C)CC2CCCCC2)O3)cc1	1	-0.7	4[16.7 µM]	-5
21	C[C@H](CO)N1C[C@H](C)[C@@H](CN(C)C(=O)c2ccccn2)Oc2cc(C#Cc3ccccc3)ccc2S1(=O)=O	-2	0.3	11[16.7 µM]	-1
22	CN(C)C(=O)c1ccc(NC(=O)COC(=O)C2CCN(S(=O)(=O)c3ccc4c(c3)OCCO4)CC2)cc1	2	-1.7	4	1
23	O=C(COc1ccccc1)N1CCN=C1SCc1cccc(F)c1	-1	0.6	·	0
24	CC1CC(C)CN(c2ncnc3c2cnn3-c2ccc(Cl)cc2)C1 (stereo not drawn)	-6	-0.3	2	-2
25	COc1ccc(S(=O)(=O)Nc2ccc3c(c2)C(=O)N([C@H](C)CO)C[C@@H](C)[C@H](CN(C)C(=O)Nc2ccc(C(F)(F)F)cc2)OCCCC[C@H](C)O3)cc1	-2	0.0	-15[16.7 µM]	-1
26	CCOC(=O)C1CCCN(C(=O)CCC(=O)Nc2ccc3nc(N4CCOCC4)cc(C)c3c2)C1 (stereo not drawn)	6	·	-15	-1
27	COc1ccc([N+](=O)[O-])cc1NC(=S)NC(NC(=O)C(c1ccccc1)c1ccccc1)C(Cl)(Cl)Cl (stereo not drawn)	-3	·	2	2
28	Cc1ccc(C)c2nc3sc(C(=O)N4CCCc5ccccc54)c(N)c3cc12	4	·	42	-2
29	Cc1ccc(C(=O)OCC(=O)NCc2cccc(Cl)c2)cc1S(=O)(=O)N1CCCCC1	3	·	·	1
30	COc1ccc(C(O)c2ncc(-c3cccc(OC)c3)[nH]2)cc1 (stereo not drawn)	-11	-0.3	0	1

cpd	PglD DTNB	PGC1a acetyl inh	RAD52 anneal inh	ERAP1 inh
16	1	-4	10	-2
17	2	1	7	0
18	-3	-6	-183	-3
19	-3	17	·	·
20	-9	3	9	1
21	1	-11	-21	3
22	1	-13	-11	4
23	6	-8	-11	-3
24	1	12	-14	-1
25	0	8	-36	-3
26	·	-4	·	·
27	6	29	·	·
28	2	-7	·	·
29	-3	·	-13	-3
30	-4	0	-8	5

(more compounds)
cpd	SMILES	RAD54 inh	E-sel inducer	miR122 inh	Cneo AK release
31	Cc1noc(C)c1S(=O)(=O)N(C)C[C@H]1Oc2ccc(NC(=O)C3CC3)cc2CC(=O)N([C@@H](C)CO)C[C@H]1C	-7	-6.6	1[16.7 µM]	0
32	CC(C)C#Cc1ccc2c(c1)O[C@H](CN(C)CC1CCOCC1)[C@H](C)CN([C@@H](C)CO)S2(=O)=O	2	-0.6	30[16.7 µM]	-1
33	CCOC(=O)c1c(CN(CC)CC)oc2ccc(OC)cc12	6	·	1	4
34	Cc1cc(C(=O)NNC2CC(=O)N(c3ccc4ccccc4c3)C2=O)c(C)o1 (stereo not drawn)	·	5.0	-1	·
35	C[C@@H]1CN([C@@H](C)CO)C(=O)c2cc(NS(=O)(=O)c3cccs3)ccc2O[C@@H]1CN(C)C(=O)Nc1cccc2ccccc12	?	0.0	-5[16.7 µM]	-1
36	Oc1ccc(Cl)cc1CNc1ccccn1	9	0.0	1	-1
37	C[C@@H]1CN([C@@H](C)CO)S(=O)(=O)c2ccc(-c3ccc(F)cc3)cc2O[C@H]1CN(C)C	-7	-0.1	-7[16.7 µM]	4
38	CCCc1nc2oc3cc(OC)ccc3c(=O)c2c(=O)n1Cc1ccco1	-4	-1.3	4	0
39	COc1ccc(Cl)cc1C(=O)NNC(=O)CN1C(=O)C2CC=CCC2C1=O (stereo not drawn)	6	2.3	-6	0
40	NC(=O)c1ccc(SCC(=O)OCC(=O)NCc2cccs2)c([N+](=O)[O-])c1	2	·	·	-2
41	C[C@@H]1CN([C@H](C)CO)S(=O)(=O)c2ccc(C3=CCCC3)cc2O[C@@H]1CN(C)C(=O)c1ccccn1	6	0.0	-4[16.7 µM]	-2
42	COc1ccc2c(C)cc(SCC(=O)NC3CCCCC3)nc2c1	5	0.2	-5	1
43	Nc1c(-c2cccs2)cnc2c(-c3ccc(F)cc3)cnn12	-2	0.2	·	3
44	CC(C)(C)OC(=O)NCc1ccc(CNC(=O)c2nc[nH]c2C(=O)N2CCN(c3ccccc3)CC2)cc1	7	-0.2	3	-2
45	COc1ccc(OCC(O)CN2CCOCC2)cc1 (stereo not drawn)	-7	·	2	0

cpd	PglD DTNB	PGC1a acetyl inh	RAD52 anneal inh	ERAP1 inh
31	0	4	14	-1
32	-1	-17	7	1
33	1	-4	·	·
34	·	-17	2	0
35	2	-1	-15	-3
36	-1	-3	-1	1
37	2	2	-8	-1
38	·	-13	·	·
39	1	·	4	·
40	-4	·	-7	4
41	5	-6	-9	-3
42	6	-36	3	-4
43	0	0	-56	-1
44	-1	·	-7	0
45	-4	-10	-24	-1

(further entries)
cpd	SMILES	RAD54 inh	E-sel inducer	miR122 inh	Cneo AK release
46	COc1ccc(/C=C/c2cc(C(F)(F)F)[nH]c(=O)n2)cc1OC	·	·	-2	·
47	CCn1c(NCc2ccccn2)nc2ccccc21	-5	·	-1	0
48	C/C=C/C(=O)Nc1cccc(C2=NOC3(C2)C[C@H](C(N)=O)N(C(=O)/C=C/C)C3)c1 (stereo partly drawn)	-4	-0.2	-11	-2
49	CCOC(=O)c1c(C)[nH]c(C(=O)OCCOc2ccccc2C)c1C	5	·	-2	-1
50	COc1ccccc1-c1nnc(C2CCN(S(=O)(=O)c3ccc([N+](=O)[O-])cc3)CC2)o1	-6	·	-1	-2
51	COc1cc(-c2cc[n+](C)cc2)ccc1O	-2	-0.1	·	1
52	Cc1cccc(NS(=O)(=O)c2c(C)[nH]c(C)c2C(=O)N2CCCC2)c1	-17	·	14	0
53	CC1=C(C#N)c2nc(N)c(C#N)c(C)c2/C1=C\c1ccc(OCC(=O)O)c(Cl)c1	·	0.5	·	·
54	CCN(C[C@H]1[C@H](c2ccccc2)[C@@H](CO)N1C(C)=O)C(=O)c1cccc(F)c1	-1	0.0	-12[16.7 µM]	-1

cpd	PglD DTNB	PGC1a acetyl inh	RAD52 anneal inh	ERAP1 inh
46	·	-21	i	-7
47	0	0	·	·
48	3	·	-38	·
49	3	·	-4	-5
50	4	-14	-9	0
51	-4	·	-7	1
52	3	0	-12	-3
53	·	33	-83	-2
54	-2	-4	-6	0
